# APOBEC3A inh – blocks human APOBEC3A ssDNA deamination. recombinant A3A, FAM/TAMRA ssDNA deamination fluorescence. inhibition, % at 20 µM. 0.41% of 330,000 active. AID 493011;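 active = at least 40% inhibition at 20 µM here, with at most 30% in a related deaminase screen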;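 also: plate controls were A3A with DMSO for no effect and wells lacking A3A enzyme for full effect; some results filed as inactive read as strong as hits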
# Target sequence (P31941 whole entry, looked up): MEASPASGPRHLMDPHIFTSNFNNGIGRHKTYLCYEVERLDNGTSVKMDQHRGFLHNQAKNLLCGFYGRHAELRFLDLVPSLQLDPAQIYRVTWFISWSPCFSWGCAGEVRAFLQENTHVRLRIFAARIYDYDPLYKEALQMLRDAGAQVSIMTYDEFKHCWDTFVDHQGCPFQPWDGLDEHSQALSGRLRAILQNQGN
# hIAP block – blocks human intestinal alkaline phosphatase; 0.12% of 330,000 active; purified IAP, CDP-Star luminescence, 30 min; inhibition, % at 10 µM; AID 2544;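 active = inhibition reaching a set limit with compound at 10 µM in the primary screen, cut at about 35% in these data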;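 also: plate controls were DMSO wells with enzyme for no effect and no-enzyme buffer wells for full effect; values of inactives mirror those of a sister screen read the other way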
# HKDC1 inh – blocks human hexokinase HKDC1 activity | Q2TB90 | recombinant HKDC1, G6PDH/diaphorase resazurin coupled fluorescence | inhibition, % at 20 µM | 0.16% of 340,000 active | AID 493160;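 active = inhibition above about 35% when tested at 20 µM, limit read from the data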;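 also: plate controls were DMSO wells with enzyme for no effect and DMSO wells lacking enzyme for full effect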
# Target sequence (Q2TB90 whole entry, looked up): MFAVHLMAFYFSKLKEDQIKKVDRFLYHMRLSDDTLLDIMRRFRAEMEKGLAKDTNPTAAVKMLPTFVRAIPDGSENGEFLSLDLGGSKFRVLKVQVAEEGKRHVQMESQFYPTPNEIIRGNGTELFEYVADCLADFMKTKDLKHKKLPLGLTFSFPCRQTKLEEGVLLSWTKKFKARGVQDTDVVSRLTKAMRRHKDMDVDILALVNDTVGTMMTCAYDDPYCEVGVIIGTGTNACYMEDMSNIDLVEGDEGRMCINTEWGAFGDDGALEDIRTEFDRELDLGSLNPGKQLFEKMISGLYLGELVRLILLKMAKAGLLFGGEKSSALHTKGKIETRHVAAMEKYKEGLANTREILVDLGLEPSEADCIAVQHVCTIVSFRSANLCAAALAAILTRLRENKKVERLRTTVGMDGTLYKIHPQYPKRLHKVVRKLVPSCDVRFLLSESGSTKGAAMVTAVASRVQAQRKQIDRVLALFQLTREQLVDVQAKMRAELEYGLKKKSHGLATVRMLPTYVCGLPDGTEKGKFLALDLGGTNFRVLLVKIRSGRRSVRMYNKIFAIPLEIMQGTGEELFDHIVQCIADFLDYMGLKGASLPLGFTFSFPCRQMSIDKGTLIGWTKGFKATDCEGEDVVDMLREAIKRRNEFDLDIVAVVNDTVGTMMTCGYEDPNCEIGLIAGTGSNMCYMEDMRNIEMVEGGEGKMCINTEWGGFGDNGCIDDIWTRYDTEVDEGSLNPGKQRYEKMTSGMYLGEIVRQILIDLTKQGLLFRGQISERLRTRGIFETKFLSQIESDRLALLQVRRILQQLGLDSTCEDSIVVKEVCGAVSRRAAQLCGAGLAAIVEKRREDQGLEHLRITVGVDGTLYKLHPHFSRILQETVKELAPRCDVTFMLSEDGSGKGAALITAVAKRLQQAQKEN
#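 test system = in-house recombinant HK5 (HKDC1) enzyme | amount = HKDC1 at 5 µg/mL | control set = DMSO-enzyme wells negative, buffer-substituted wells positive | compound = one dose of 20 µM, 1% DMSO | schedule = reaction time 90 min, room temperature, protected from light | technique = resorufin fluorescence at 613 nm | reagent = glucose with 1 mM ATP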
# mIAP block – mouse IAP inhibition; 0.2% of 330,000 active; AID 2806; inhibition, % at 10 µM; purified mouse IAP, CDP-Star luminescence, 30 min;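 active = inhibition of at least 40% at 10 µM in the primary screen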;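 also: plate controls were DMSO with enzyme for no effect and no enzyme wells for full effect; values of inactives mirror those of a sister screen read the other way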
# mIAP act – mouse IAP activation; 0.24% of 330,000 active; activation factor at 10 µM; muIAP, CDP-Star luminescence, 30 min; active compounds read high; 1 = vehicle-only enzyme signal, 0 = enzyme-free wells; AID 2805;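 active = activation factor of at least 2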; also: the source names both 10 and 20 µM as test concentration; values of inactives mirror those of a sister screen read the other way
#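 also added = chemiluminescent substrate CDP-Star | test system = mouse IAP enzyme | signal = chemiluminescence readout | compound = DMSO-dissolved test compounds | incubation = 30 min at room temperature | benchmarks = DMSO wells, no-enzyme wells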
# PfGluPho inh – PfG6PD (Plasmodium falciparum) enzyme inhibition. AID 504690. PfGluPho enzyme, NADPH resazurin-diaphorase fluorescence. 0.78% of 350,000 active. inhibition, % at 20 µM;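 active = inhibition reaching at least a set limit at 20 µM in the primary screen, cut at about 59% in these data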;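 also: 0% = DMSO wells with substrate and 100% = DMSO wells lacking glucose-6-phosphate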
# hIAP activ – human IAP activation; activation factor at 10 µM; purified human IAP, CDP-Star luminescence, 30 min; active compounds read high; 1 = vehicle-only enzyme, 0 = enzyme-free background; 0.16% of 330,000 active; AID 2524;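 active = activation factor of the enzyme at least 2-fold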; also: the source names both 10 and 20 µM as test concentration; values of inactives mirror those of a sister screen read the other way
# ATG4B inhibitor – blocks human ATG4B protease cleavage of LC3 substrate; Q9Y4P1; 0.51% of 340,000 active; inhibition, % at 8.33 µM; ATG4B cleavage of LC3-PLA2, NBD-HPC fluorescence, 1 h; in the data active = inhibition above about 40%
# The depositor's hits bear a star.
Structure	mIAP block	PfGluPho inh	mIAP act	hIAP block	APOBEC3A inh	hIAP activ	ATG4B inhibitor	HKDC1 inh
COCc1cc(C)nc(SC)c1C#N	8	0	0.92	-14	0	1.1	17	-11
Cc1ccc(OCCC(=O)OCC(=O)Nc2cc(C)cc(C)c2)cc1	-2	0	1	10	-7	0.91	-14	1
CCOC(=O)c1cccc(-n2c(C)cc(C=O)c2C)c1	-8	2	1.1	-4	-3	1	-6	-8
O=C(NCc1cccnc1)c1cccc(NC(=O)c2ccco2)c1	-6	-16	1.1	-4	-5	1	-2	1
O=C(NCc1ccc(Cl)cc1)C(=O)NCC1OCCN1S(=O)(=O)c1ccc2c(c1)OCCO2 (stereo not given)	9	0	0.91	0	-4	1	-6	-1
CCc1nnc(NC(=O)c2ccc3c(=O)n4c(nc3c2)CCCCC4)s1	-11	-21	1.1	-15	-1	1.2	4	1
S=c1[nH]nc(-c2cc(-c3ccco3)[nH]n2)n1-c1ccccc1Cl	57*	49	0.43	-27	41	1.3	50*	10
COc1ccc(C(=O)NC2=Nc3ccccc3N=C(C)C2c2ccccc2)cc1 (stereo not given)	-10	7	1.1	-1	-4	1	-13	-2
O=C(Nc1ccn(CC(=O)N2CCN(c3ccccn3)CC2)c(=O)n1)OCc1ccccc1	-7	-6	1.1	7	0	0.93	2	-4
O=C(NCC1CCCO1)c1ccc2c(c1)OCO2 (stereo not given)	-9	-13	1.1	-3	-3	1	6	10
CCOC(=O)CNC(=O)Cn1cnc2c(nnn2-c2cccc(OC)c2)c1=O	4	-9	0.96	-5	-3	1.1	-7	-4
CCCCCCCNC(=O)C1(CC2CC(c3cccc(Br)c3)=NO2)CCN(C(=O)c2cc(OCC)c(OCC)c(OCC)c2)CC1 (stereo not given)	-30	-6	1.3	2	2	0.98	1	-1
COc1cccc(CC(=O)Nc2ccc(S(=O)(=O)Nc3nccs3)cc2)c1	1	-5	0.99	-4	0	1	0	-5
Cc1cc(=O)oc2cc(OCC(=O)NCCCN3CCCC3=O)ccc12	5	11	0.95	-6	-1	1.1	-10	-1
CCS(=O)(=O)Nc1ccc(C2=NN(S(=O)(=O)CC)C(c3cccs3)C2)cc1 (stereo not given)	7	-13	0.93	-10	-8	1.1	-8	-4
COc1ccc(C2=CC(=O)C[C@H](c3ccc(OC)cc3)C2)cc1	16	4	0.84	10	-1	0.9	1	0
CSc1nc(N2CCN(c3ccccc3)CC2)cc(N2CCN(c3ccccc3)CC2)n1	6	2	0.94	7	0	0.93	-2	-10
O=C1C=C(/C=C/c2ccccc2)C[C@@H](c2ccc(F)cc2)C1	7	3	0.93	-6	0	1.1	-3	4
Cc1ccc(N(C(=O)CNC(=O)c2ccco2)C(C(=O)NC2CCCC2)c2cccnc2)c(C)c1 (stereo not given)	-4	-5	1	-8	-4	1.1	-5	-8
CCCCC(=O)Oc1c(S(=O)(=O)c2ccc(C)cc2)c(C)nn1C(C)(C)C	9	5	0.91	-6	-4	1.1	5	-1
O=C(O)Cn1c(SCCOc2ccccc2)nc2ccccc21	0	-1	1	-18	-2	1.2	0	-9
CC(C)NC(=O)c1cc(=O)n(C)c(=O)n1C	-7	-9	1.1	3	5	0.97	10	-3
Cn1c(O)c(/C=N/Nc2ccccc2)c(=O)n(C)c1=O	1	2	0.99	6	-1	0.94	-7	-3
O=C1CCC([N+](=O)[O-])C(c2ccc(Cl)cc2Cl)N1 (stereo not given)	6	-16	0.94	9	-3	0.91	1	0
CCOc1ccc(NC(=S)NC(=O)/C=C/c2ccc(C)cc2)c([N+](=O)[O-])c1	22	-4	0.78	-5	0	1.1	5	2
CCN(CC(=O)NCc1cccnc1)S(=O)(=O)c1ccc(OC)cc1	-5	-2	1.1	13	0	0.87	-3	-6
CC(=O)c1ccc(NC(=O)CCOc2cc(C)ccc2C)cc1	8	10	0.92	3	0	0.97	-12	-4
O=C1/C(=C/c2cccnc2)CC/C1=C\c1cccnc1	-7	11	1.1	-6	-2	1.1	28	6
COc1ccc(C(=O)n2nc(C)c(Br)c2C)cc1	-7	4	1.1	12	3	0.88	20	0
C=CCC(=O)N(CC)CC1CCCN(CCc2cccc(F)c2)C1 (stereo not given)	-5	-11	1.1	-20	-6	1.2	8	0
COc1ccc(C)cc1NC(=O)CO/N=C(\N)CC(=O)Nc1ccccc1OC	6	16	0.94	-6	3	1.1	-9	-2
O=C(CSCCO)Nc1ccc(C2CCCCC2)cc1	0	11	1	0	-2	1	-15	-9
O=C(COc1ccccc1)NC(NC(=S)Nc1ccccc1C(=O)O)C(Cl)(Cl)Cl (stereo not given)	8	26	0.92	-79	2	1.8	-6	-3
C/C(=N\N1CCN(Cc2ccccc2)CC1)c1ccco1	-6	-3	1.1	-8	3	1.1	4	-2
COc1cc2c(cc1OC)C(NC(=O)C(F)(F)F)CNC2=O (stereo not given)	10	-11	0.9	6	2	0.94	3	1
O=C(c1ccc2c(c1)N(Cc1ccccc1)CCS2)N1CCCCC1	2	7	0.98	2	-2	0.98	3	0
COc1ccc(S(=O)(=O)N2c3cc(C)ccc3OCC2C(C)(C)C)cc1 (stereo not given)	4	0	0.96	4	-5	0.96	15	5
Cc1nnc(NC(=O)c2c(-c3ccccc3)noc2C)s1	-13	-23	1.1	-8	5	1.1	-11	-6
O=C(COC(=O)c1cncc(Br)c1)Nc1ccc(F)c(F)c1F	4	13	0.96	-10	3	1.1	3	-4
Cc1ccc(-c2csc(NC(=O)c3ccccc3Cl)c2C(=O)O)cc1	17	57	0.83	9	-3	0.91	38	6
CN(c1ccccc1)S(=O)(=O)c1ccc2c(c1)oc(=O)n2C	-7	6	1.1	31	2	0.69	2	-3
COCCn1c(CN2CCN(c3cccc(Cl)c3)CC2)nc2c1c(=O)n(C)c(=O)n2C	-6	5	1.1	0	-5	1	-10	-3
CCc1ccc(NC(=O)c2n[nH]c(=O)c3ccccc23)cc1	-9	-7	1.1	-17	-5	1.2	5	-4
COc1ccc(OCCNc2cc(N3CCCCC3)ccc2[N+](=O)[O-])cc1	17	4	0.83	26	2	0.73	1	-2
CCOC(=O)C1(CC2CCCCO2)CCN(Cc2cc(F)ccc2-n2cccn2)CC1 (stereo not given)	4	-5	0.96	-9	-4	1.1	6	-3
CCN=C1SC(CC(=O)Nc2ccccc2OCC)C(=O)N1CC (stereo not given)	1	-7	0.99	-5	-1	1.1	20	-1
CC(=O)n1nc(-c2ccccc2)nc1NCc1ccc(N(C)C)cc1	-7	5	1.1	15	-5	0.85	2	-2
N#C/C(C(=O)c1ccccc1)=C1/CCCN1	21	-3	0.79	18	-1	0.82	-4	-6

# Just hIAP block, ATG4B inhibitor and HKDC1 inh, for some of the entries so far:
SMILES | hIAP block | ATG4B inhibitor | HKDC1 inh
C=CCC(=O)N(CC)CC1CCCN(CCc2cccc(F)c2)C1 (stereo not given) | -20 | 8 | 0
COc1ccc(C)cc1NC(=O)CO/N=C(\N)CC(=O)Nc1ccccc1OC | -6 | -9 | -2
O=C(CSCCO)Nc1ccc(C2CCCCC2)cc1 | 0 | -15 | -9
O=C(COc1ccccc1)NC(NC(=S)Nc1ccccc1C(=O)O)C(Cl)(Cl)Cl (stereo not given) | -79 | -6 | -3
C/C(=N\N1CCN(Cc2ccccc2)CC1)c1ccco1 | -8 | 4 | -2
COc1cc2c(cc1OC)C(NC(=O)C(F)(F)F)CNC2=O (stereo not given) | 6 | 3 | 1

# The list goes on.
Structure	mIAP block	PfGluPho inh	mIAP act	hIAP block	APOBEC3A inh	hIAP activ	ATG4B inhibitor	HKDC1 inh
CN1/C(=C\C(=O)COC(=O)c2ccccc2O)C(C)(C)c2ccccc21	6	27	0.94	20	1	0.8	4	1
CC(C)(C)c1cc(NC(=O)COC(=O)c2ccc(O)cc2O)n(-c2ccccc2)n1	6	6	0.94	-8	0	1.1	-2	-2
COCCCNC(=O)Cn1cc(C(C)=O)c2ccccc21	0	7	1	13	2	0.87	-2	0
CCCCCCC1CC(CCc2nc(=S)[nH][nH]2)C(=O)O1 (stereo not given)	11	34	0.89	-87	-4	1.9	-9	-6
CCCCc1cc(=O)oc2c(C)c(OCC(=O)N3CCC(C(N)=O)CC3)ccc12	6	-6	0.94	-3	-5	1	1	-3
CC(C)(C)c1cc(CCC(=O)NN)cc(C(C)(C)C)c1O	-1	0	1	-6	-3	1.1	-3	0
O=C(CSCc1ccc(Cl)cc1)Nc1ccc(O)cc1C(=O)O	29	-37	0.71	10	-5	0.9	-3	4
CC1(c2ccc(Cl)cc2)NC(=O)N(CC(=O)c2ccc3c(c2)OCO3)C1=O (stereo not given)	10	9	0.9	-7	-1	1.1	1	-8
O=C1CC(=O)C(n2cncn2)C(c2ccc(Cl)cc2)C1 (stereo not given)	-4	-19	1	-9	0	1.1	0	-1
CCCCCCC(=O)N(O)C1CC(=O)N(c2ccc(F)cc2)C1=O (stereo not given)	2	27	0.98	1	2	0.99	0	-8
NS(=O)(=O)c1ccc(N2CCOCC2)c(C(=O)NCc2cccs2)c1	-4	-6	1	-7	0	1.1	6	0
Cc1c(NC(=O)C(=O)N/N=C/c2cccs2)c(=O)n(-c2ccccc2)n1C	6	-10	0.94	12	-1	0.88	7	1

# An excerpt of these results, field by field:
canonical_smiles: S=c1[nH]nc(-c2cc(-c3ccco3)[nH]n2)n1-c1ccccc1Cl
  mIAP block = 57*
  PfGluPho inh = 49
  mIAP act = 0.43
  hIAP block = -27
  APOBEC3A inh = 41
  hIAP activ = 1.3
  ATG4B inhibitor = 50*
  HKDC1 inh = 10

canonical_smiles: CCCCc1cc(=O)oc2c(C)c(OCC(=O)N3CCC(C(N)=O)CC3)ccc12
  mIAP block = 6
  PfGluPho inh = -6
  mIAP act = 0.94
  hIAP block = -3
  APOBEC3A inh = -5
  hIAP activ = 1
  ATG4B inhibitor = 1
  HKDC1 inh = -3

# (next part)
Structure	mIAP block	PfGluPho inh	mIAP act	hIAP block	APOBEC3A inh	hIAP activ	ATG4B inhibitor	HKDC1 inh
O=C(CCOc1ccccc1)N1CCN(S(=O)(=O)c2cccs2)CC1	7	-17	0.93	-4	-4	1	-4	-9
CCOc1ncccc1C(=O)OC(C)C(=O)Nc1ccc(CC)cc1 (stereo not given)	-3	2	1	-10	3	1.1	2	3
CCOC(=O)C(NC(C)=O)C(=O)Nc1ccc(OC)cc1 (stereo not given)	6	-2	0.94	12	-5	0.88	11	-5
O=C(COC(=O)[C@H](Cc1ccccc1)NC(=O)c1ccco1)Nc1ccccc1	-6	5	1.1	-6	0	1.1	-16	1
Nc1nnc(SCC(=O)NNC(=O)c2ccccc2)s1	9	5	0.91	-10	-4	1.1	0	-8
Cc1ccc(NC(=O)/C(=C/C=C/c2ccccc2)NC(=O)c2ccccc2)cc1	5	7	0.95	12	1	0.88	-9	1
COc1ccccc1NC(=O)CN1CCC(c2nc3ccccc3[nH]2)CC1	-16	-29	1.2	-19	-8	1.2	7	-11
N#C/C(=C\C=C\c1ccccc1)c1nc(-c2ccc3c(c2)OCO3)cs1	15	-9	0.85	25	-2	0.75	5	5
Cc1c(Cl)cccc1NC(=O)Cn1nc(C)n2cccc2c1=O	9	4	0.91	3	-1	0.97	-1	-8
COc1ccc(C(=O)NCC(=O)OC2CCCCC2=O)cc1 (stereo not given)	2	12	0.98	5	1	0.95	-3	-4
COc1ccc(NC(=O)CC2C(=O)N(c3cccc(OC)c3)C(=O)N2Cc2ccco2)cc1 (stereo not given)	0	-7	1	-4	-1	1	-13	-4
Fc1ccc(CSc2ncnc3scc(-c4ccccc4)c23)cc1	6	2	0.94	25	13	0.75	-12	7
O=C(Nc1cccnc1)c1cc(-c2ccccc2O)on1	-1	10	1	16	4	0.83	-3	-6
COc1ccc(NC(=O)CSCC(=O)Nc2ccc(S(=O)(=O)N3CCCCC3)cc2)cc1	2	-9	0.98	-23	20	1.2	-9	5
CCOC(=O)c1cc(C#N)c(SCC(=O)OC)[nH]c1=O	4	4	0.96	9	6	0.91	15	-4
Cc1cc(N2CCN(C(=O)c3ccco3)CC2)c2ccccc2n1	-12	-4	1.1	-12	4	1.1	-1	1
